ULK1 primary: ULK1 kinase inhibitors, primary screen, biochemical, AlphaScreen. Serine/threonine-protein kinase ULK1 (Homo sapiens), O75385. AlphaScreen Atg13 phosphorylation by ULK1, luminescence. inhibition, % at 5.96 µM. actives 1.9% (n = 30,000). AID 1259251, 2017; in the data active = inhibition above about 43%;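 also: 0% = median of compound wells and 100% = no enzyme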
ASK1 primary: ASK1 kinase inhibitors, primary screen, biochemical, AlphaScreen; Mitogen-activated protein kinase kinase kinase 5 (Homo sapiens), Q99683; AlphaScreen MKK6 phosphorylation by ASK1, luminescence; inhibition, % at 7.44 µM; actives 0.99% (n = 22,000); AID 1159602, 2016; in the data active = inhibition above about 35%;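 also: 0% = median of compound wells and 100% = no enzyme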
Target sequence (Q99683 whole entry, looked up): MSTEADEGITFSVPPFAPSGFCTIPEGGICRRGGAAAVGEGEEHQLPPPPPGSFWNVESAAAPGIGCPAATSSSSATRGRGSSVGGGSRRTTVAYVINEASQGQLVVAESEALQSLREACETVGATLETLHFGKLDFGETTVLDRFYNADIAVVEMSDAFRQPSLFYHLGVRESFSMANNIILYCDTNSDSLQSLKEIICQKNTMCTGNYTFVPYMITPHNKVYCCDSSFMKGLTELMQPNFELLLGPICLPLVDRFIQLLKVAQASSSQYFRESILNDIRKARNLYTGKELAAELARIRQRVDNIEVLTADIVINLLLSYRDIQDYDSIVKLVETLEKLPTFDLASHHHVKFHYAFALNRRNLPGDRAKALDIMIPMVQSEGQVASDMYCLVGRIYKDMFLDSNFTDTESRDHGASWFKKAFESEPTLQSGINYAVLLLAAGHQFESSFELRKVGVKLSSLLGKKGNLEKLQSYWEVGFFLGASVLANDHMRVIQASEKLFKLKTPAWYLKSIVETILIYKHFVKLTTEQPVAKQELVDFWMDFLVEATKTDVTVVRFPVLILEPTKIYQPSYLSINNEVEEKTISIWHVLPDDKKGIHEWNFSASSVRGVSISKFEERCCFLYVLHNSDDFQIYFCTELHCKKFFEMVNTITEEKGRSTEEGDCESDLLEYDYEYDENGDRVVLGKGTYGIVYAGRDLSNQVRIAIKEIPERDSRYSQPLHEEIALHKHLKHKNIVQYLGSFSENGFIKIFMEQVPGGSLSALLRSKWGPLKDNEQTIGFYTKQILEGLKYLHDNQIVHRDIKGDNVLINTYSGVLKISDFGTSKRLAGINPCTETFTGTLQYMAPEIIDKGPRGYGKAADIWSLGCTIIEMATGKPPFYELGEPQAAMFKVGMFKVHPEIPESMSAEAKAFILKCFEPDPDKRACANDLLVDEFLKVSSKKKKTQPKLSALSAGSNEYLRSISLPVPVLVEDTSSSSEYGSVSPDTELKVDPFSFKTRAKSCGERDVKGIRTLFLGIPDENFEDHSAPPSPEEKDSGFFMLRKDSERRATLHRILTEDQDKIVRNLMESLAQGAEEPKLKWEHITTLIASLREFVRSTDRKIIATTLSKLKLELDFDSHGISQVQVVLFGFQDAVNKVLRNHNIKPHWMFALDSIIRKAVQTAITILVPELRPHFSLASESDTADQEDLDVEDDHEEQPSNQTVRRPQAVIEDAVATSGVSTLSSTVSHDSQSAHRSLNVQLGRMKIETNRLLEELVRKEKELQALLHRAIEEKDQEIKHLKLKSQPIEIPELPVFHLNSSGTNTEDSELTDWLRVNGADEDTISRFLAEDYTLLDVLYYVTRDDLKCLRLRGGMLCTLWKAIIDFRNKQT
* = called active by the depositor; x = not tested or not shown; & = joins results of further samples; ! = a repeat was not active.

Sequence of screens: ULK1 primary | ASK1 primary
CC(=O)Nc1ccc(Nc2nc(Nc3ccccn3)nc3c2ncn3-c2ccccc2)cc1
→ -132 | -30
COc1nc(NCCc2ccc(O)cc2)nc(-c2ccc(C(=O)N3CCN(C)CC3)cc2)n1
→ 7 | -9
CC(C)(C)OC(=O)N1CCc2c(cnn2-c2cccc(C(=O)Nc3ccc(N4CCOCC4)cc3)c2)C1
→ -23 | 18
CCCNc1ccnc(Nc2ccncc2)n1
→ 4 | -21
COc1ccc(C(=O)n2nc(C)c(S(=O)(=O)N3CCCCC3)c2C)cc1OC
→ 6 | x
COc1nc(Nc2ccccc2)nc(-c2ccc(C(=O)N3CCN(C)CC3)cc2)n1
→ 0 | -12
c1cc(-n2cnc3c(Nc4ccc(N5CCOCC5)cc4)nc(-c4ccc(N5CCOCC5)nc4)nc32)cs1
→ -1 | 4
O=C(NCc1ccccc1)c1ccnc(N2CCCC2CO)c1 (centres undefined)
→ 3 | -5
Cc1cc(=O)n(CC=C(Cl)Cl)c2ccccc12
→ -3 | x
CC(C)n1cnc2c(NCCCN3CCCC3=O)nc(Nc3ccccn3)nc21
→ 5 | 2
CCc1cc(=O)n(CC(=O)Nc2cc(C)cc(C)c2)c(-n2nc(C)cc2C)n1
→ -1 | x
COc1cc(NC(=O)c2csc(N3CCN(c4ccccn4)CC3)n2)cc(OC)c1OC
→ 13 | 14
CC(C)n1cnc2c(NCCc3ccc(O)cc3)nc(Nc3ccc4ncccc4c3)nc21
→ -18 | 17
CCCNc1nc(-c2ccc(C(=O)NC3CC3)cc2)nc2c1ncn2CCN1CCCC1=O
→ 1 | -1
CCNc1nc(NCCc2ccc(OC)cc2)c2ncn(-c3ccsc3)c2n1
→ -4 | 0
c1ccc(-n2cnc3c(NCc4cccnc4)nc(N4CCc5ccccc5C4)nc32)cc1
→ 35 | -113
CCOC(=O)C1C(c2ccc(O)c(OCC)c2)NC(=O)NC1(O)C(F)(F)F (centres undefined)
→ 0 | x
O=C(Nc1ccc(Oc2ccccc2)cc1)c1cnc(-c2ccccc2)s1
→ -7 | 11
CCOc1cc(-c2nccc3cc(OC)c(OC)cc23)cc(OCC)c1OCC
→ -5 | x
COc1cc(NC(=O)c2cccc(-n3cc(N)cn3)c2)cc(OC)c1OC
→ -7 | -3

Remaining list, next part.
Sequence of screens: ULK1 primary | ASK1 primary
NC(=O)c1ccc2nc(NCCCN3CCCC3=O)sc2c1
→ 4 | -2
CC(C)N(CCNc1nc(N2CCCC2CO)nc2c1ncn2-c1ccccc1)C(C)C (centres undefined)
→ -10 | 0
COc1ccc(CNC(=O)C/C(C)=N/NC(=O)C(C)C)cc1
→ -7 | x
C/C=C\C=C\C1OC(O)([C@H](CC)C(=O)NC/C=C/C=C(\C)[C@@H](OC)[C@@H](C)C2OC(/C=C/C=C/C=C(\C)C(=O)c3c(O)cc[nH]c3=O)C(O)C2O)C(O)C(O)C1(C)C (some centres undefined)
→ -9 | x
Nc1nc(Nc2ccc(N3CCOCC3)cc2)cc(-c2ccc(C(=O)NC3CC3)cc2)n1
→ 4 | -2
CC(C)N(CCNc1nc(NC2CCC(O)CC2)nc2c1ncn2-c1ccsc1)C(C)C (centres undefined)
→ -8 | -6
CCN(CC)c1cc(-c2ccccc2)nc(-c2ccncc2)n1
→ -19 | x
O=C(NCCOc1ccccc1)c1cnc(N2CCc3ccccc3C2)s1
→ -37 | 13
COC(=O)c1ccc(CN2CCN(c3ccc(C(F)(F)F)cn3)C2=O)cc1
→ 5 | x
C=Cc1c(C)c2cc3nc(cc4[nH]c(cc5nc(cc1[nH]2)C(C)=C5CCC(=O)O)c(CCC(=O)OC)c4C)[C@@]1(C)C3=CC=C(C(=O)OC)C1C(=O)OC (some centres undefined)
→ 0 | x
CCN(Cc1ccccc1)C(=O)Nc1ccc(-c2cn[nH]c2)cc1OCCN1CCOCC1
→ 1 | -20
O=C(NC1CCN(Cc2ccccc2)CC1)c1ccc2nc(-c3ccccc3)sc2c1
→ 3 | -5
COc1ccc(CNc2nc(Nc3ccc(OC)nc3)nc3c2ncn3C(C)C)cc1
→ 9 | 3
CNC(=O)c1ccccc1Nc1cc(Nc2ccc(N3CCSCC3)cc2OC)ncc1C#N
→ 86* | 33
CCOc1nc(Nc2ccc(Cl)cc2)nc(OCC)n1
→ -16 | x
O=C(NCc1cccnc1)C1CCN(c2ccc(Nc3ccc(C(F)(F)F)cc3)nn2)CC1
→ 21 | -18
O=C(Cc1ccccc1)Nc1cnn(-c2cccc(C(=O)NC3CCCN(c4ncccn4)C3)c2)c1 (centres undefined)
→ 6 | -13
Cc1cnc(-c2cccc(N)c2)nc1NCCN(C(C)C)C(C)C
→ 0 | 2
COc1ccc(-c2nc(Nc3ccc(N4CCOCC4)cc3)c3ncn(CCN4CCCC4=O)c3n2)cc1
→ -12 | 8
c1ccc(Nc2ccnc(Nc3ccc4ncccc4c3)n2)cc1
→ 0 | 2

Exported field by field: part of the list above
> CCN(Cc1ccccc1)C(=O)Nc1ccc(-c2cn[nH]c2)cc1OCCN1CCOCC1
  ULK1 primary: 1	ASK1 primary: -20
> O=C(Cc1ccccc1)Nc1cnn(-c2cccc(C(=O)NC3CCCN(c4ncccn4)C3)c2)c1 (centres undefined)
  ULK1 primary: 6	ASK1 primary: -13
> COC(=O)c1ccc(CN2CCN(c3ccc(C(F)(F)F)cn3)C2=O)cc1
  ULK1 primary: 5	ASK1 primary: x
> COc1ccc(CNC(=O)C/C(C)=N/NC(=O)C(C)C)cc1
  ULK1 primary: -7	ASK1 primary: x

One compound at a time (already shown). Order of values: ULK1 primary	ASK1 primary
c1ccc(Nc2ccnc(Nc3ccc4ncccc4c3)n2)cc1 is entered as 0	2
CNC(=O)c1ccccc1Nc1cc(Nc2ccc(N3CCSCC3)cc2OC)ncc1C#N is entered as 86*	33
COc1ccc(CNC(=O)C/C(C)=N/NC(=O)C(C)C)cc1 is entered as -7	x

The listing continues:
Sequence of screens: ULK1 primary | ASK1 primary
CC(C)n1c(-c2cccs2)nc2c(NCCN3CCOCC3)ncnc21
→ -2 | 7
O=C(Cc1ccccc1)Nc1cnn(-c2cccc(C(=O)Nc3cccc(N4CCOCC4)c3)c2)c1
→ -8 | -14
CC(C)N(CCNc1nc(Nc2ccncn2)nc2nc[nH]c12)C(C)C
→ -6 | -15
CN(C)CCN(C)c1nc(C2COc3ccccc3O2)nc2ccc(-c3ccnc(N)n3)cc12 (centres undefined)
→ 7 | 19
COc1ccccc1N1CCN(C(=O)CCl)CC1
→ -1 | x
COc1ccc(-c2nc3c(NCCN(C(C)C)C(C)C)ncnc3n2C(C)C)cc1
→ -8 | 4
OCC1CCCN1c1nc(NCc2cccc(C(F)(F)F)c2)c2ncn(-c3ccsc3)c2n1 (centres undefined)
→ -27 | 1
CN(C)CCOc1cc(-c2ccnc(N)n2)cc2sc(C3COc4ccccc4C3)nc12 (centres undefined)
→ 15 | -1
CNC(=O)c1ccccc1Nc1cc(Nc2ccc(N3CCOCC3)cc2OC)ncc1C
→ 18 | -3
c1ccc(Nc2ccnc(N3CCC(N4CCOCC4)CC3)n2)cc1
→ -11 | -9
O=C(Nc1ccc2[nH]ncc2c1)C1CCN(C(=O)C(O)c2ccc(Br)cc2F)CC1 (centres undefined)
→ 11 | 13
CCCNC(=O)c1cnc(N2CCN(Cc3ccc4c(c3)OCO4)CC2)s1
→ 2 | 4
c1ccc(Oc2ccc(Nc3ccnc(-c4ccc(N5CCOCC5)nc4)n3)cc2)cc1
→ -6 | 19
CC(=O)Nc1ccc(NC(=O)c2cc(Cl)nc3ccccc23)cc1
→ 1 | 0
Nc1nc(Nc2ccc(-n3ccnc3)cc2)nc2c1ncn2-c1ccsc1
→ 36 | -37
CN1CCN(c2c(Cl)cc(C(F)(F)F)cc2NC(=O)c2ccc(Br)o2)CC1
→ -1 | 2
Cn1nccc1Nc1nc(NC2CCN(Cc3ccccc3)CC2)c2ncn(CCN3CCCC3=O)c2n1
→ 14 | 2
CCN(CC)C(=O)C1CCCN(c2nc(NCCN3CCOCC3)c3cc(OC)c(OC)cc3n2)C1 (centres undefined)
→ 9 | 9
O=C(Nc1ccccc1)c1ccc2nc(NC3CCN(Cc4ccccc4)CC3)sc2c1
→ -11 | -2
Cc1nn(C)c(C)c1-c1nc(N)c2ncn(Cc3ccc(C(F)(F)F)cc3)c2n1
→ -3 | -5

The list continues:
Sequence of screens: ULK1 primary | ASK1 primary
CC(C)N(CCNC(=O)c1cc(N2CCOCC2)nc2ccccc12)C(C)C
→ 4 | 1
CC1CCCN(C(=O)CSc2nc3ccccc3o2)C1 (centres undefined)
→ -3 | x
CN(C)C(=O)c1cc(-c2cn[nH]c2)ccc1NC(=O)C1COc2ccccc2C1 (centres undefined)
→ 2 | 1
O=C(NCc1cccnc1)c1cnc(NCCN2CCOCC2)s1
→ 4 | -16
COc1ccc(C(=O)c2oc3cc(NC(=O)C(C)(C)C)ccc3c2C)cc1
→ -2 | x
OC(CNc1ncccn1)c1ccccc1 (centres undefined)
→ 0 | x
COc1cc(Nc2nc(NCCc3ccc(O)cc3)c3ncn(-c4ccsc4)c3n2)cc(OC)c1OC
→ -11 | 9
CN1CCN(C(=O)c2ccc(-c3cccc(C(=O)NC4CCN(Cc5ccccc5)CC4)n3)cc2)CC1
→ -5 | 1
CCCNC(=O)c1ccnc(NC2CCN(Cc3ccccc3)CC2)c1
→ -9 | -14
COc1ccc(Nc2nc(NCC3CCCO3)c3cc(OC)c(OC)cc3n2)cn1 (centres undefined)
→ -5 | -9
Cc1cc(NCc2cccc(C(F)(F)F)c2)nc(Nc2ccc(N3CCOCC3)cc2)n1
→ -9&-14 | 40*!
Cc1ccccc1-n1ncc2c(N3CCN(C)CC3)ncnc21
→ 3 | x
O=C(CCCCl)c1ccc2c(c1)OCCO2
→ 5 | x
COc1cc2nc(-c3c(C)noc3C)nc(Nc3ccc(NC(C)=O)cc3)c2cc1OC
→ -6 | 2
COC(=O)c1ccc(/C=C/C(=O)c2ccc3c(c2)OCCO3)cc1
→ 43* | x
c1ccc2c(-c3nccc(NCCN4CCOCC4)n3)csc2c1
→ 1 | 1
Cn1c(Nc2cccc(C(=O)NC3CC3)n2)nc2ccccc21
→ -12 | -11
O=C(Nc1ccncc1)c1c(F)cccc1F
→ 29 | 3
Nc1cccc(-c2nc(NCCOc3ccccc3)c3ncn(-c4ccccc4)c3n2)c1
→ 8 | 0
O=C(Cc1ccccc1)Nc1cnn(-c2cccc(C(=O)N[C@@H]3CCc4ccccc43)c2)c1
→ 6 | 16

The final 7 entries of the part above lead into the next.
Sequence of screens: ULK1 primary | ASK1 primary
COc1cc2nc(-c3c(C)noc3C)nc(Nc3ccc(NC(C)=O)cc3)c2cc1OC
→ -6 | 2
COC(=O)c1ccc(/C=C/C(=O)c2ccc3c(c2)OCCO3)cc1
→ 43* | x
c1ccc2c(-c3nccc(NCCN4CCOCC4)n3)csc2c1
→ 1 | 1
Cn1c(Nc2cccc(C(=O)NC3CC3)n2)nc2ccccc21
→ -12 | -11
O=C(Nc1ccncc1)c1c(F)cccc1F
→ 29 | 3
Nc1cccc(-c2nc(NCCOc3ccccc3)c3ncn(-c4ccccc4)c3n2)c1
→ 8 | 0
O=C(Cc1ccccc1)Nc1cnn(-c2cccc(C(=O)N[C@@H]3CCc4ccccc43)c2)c1
→ 6 | 16
COc1ccc(C(=O)CCC(=O)O)c2ccccc12
→ -10 | x
O=C1CCCN1CCCNc1cc(N2CCN(Cc3ccc4c(c3)OCO4)CC2)ncn1
→ 3 | -5
Nc1nc(Nc2ccccc2)cc(N2CCN(c3ccccn3)CC2)n1
→ 0 | -7
NCC(=O)N1CCC(Nc2ccc3[nH]ncc3c2)CC1
→ -15 | -2
COc1ccc(CCNC(=O)c2ccc3nc(N4CCN(Cc5ccc6c(c5)OCO6)CC4)sc3c2)cc1
→ 8 | -5
CC1(C)CC(=O)C(C=NCCN2CCN(C(=S)Nc3cccc(Cl)c3)CC2)=C(O)C1
→ 13 | x
Cc1ncc([N+](=O)[O-])n1S(=O)(=O)c1cc(Br)ccc1Br
→ 7 | x
CC(C)n1c(-c2cccc(N)c2)nc2c(NCCCN3CCCC3=O)ncnc21
→ -5 | 8
O=C(Nc1ccc2c(c1)OCO2)c1cccc(Nc2ccc3ncccc3c2)n1
→ 11 | 9
Nc1nc(NCCCN2CCCC2=O)cc(Nc2ccccc2)n1
→ 0&-5 | -18&-12
CCNc1nc(NCc2ccccc2)c2ncn(-c3ccsc3)c2n1
→ -2 | 3
O=C(NCc1cccc(C(F)(F)F)c1)c1ccc2nc(N3CCc4ccccc4C3)sc2c1
→ -12 | -14
Cc1cncc2c(S(=O)(=O)N3CC[C@H](NC(=O)[C@@H](C)O)C3)cccc12
→ -3 | -6
CCc1ccc(S(=O)(=O)Nc2ccc3c(c2)CC(=O)N3C)cc1
→ -3 | x
COc1cccc(CNS(=O)(=O)c2ccc(-c3ccnc4[nH]ccc34)cc2)c1
→ 22 | -6
Nc1ccnc(N2CCC(N3CCOCC3)CC2)n1
→ -2 | 1
NC(=O)c1cccc(Nc2ccc(C(F)(F)F)cc2)n1
→ 14 | 10
COc1cc(N2CCOCC2)ccc1Nc1cc(Nc2ccccc2-c2ncccn2)c(C(F)(F)F)cn1
→ 9 | 7
O=C1CCCN1CCn1cnc2c(NC3CC3)nc(Nc3nccc4ccccc34)nc21
→ 0 | 6
CC(C)(C)OC(=O)N1CCCC(C(=O)Nc2cc(NCc3ccccc3)ncn2)C1 (centres undefined)
→ -10 | -3

Assay outcomes from PubChem.
